sEH act: activators of human soluble epoxide hydrolase | P34913 | purified human sEH enzymatic activity, activator screen | activation, % at 2 µM | 0.04% of 91,000 active; in the data active means activation above about 37%; further: values of inactives mirror those of a sister screen read the other way
Target sequence (P34913 whole entry, looked up): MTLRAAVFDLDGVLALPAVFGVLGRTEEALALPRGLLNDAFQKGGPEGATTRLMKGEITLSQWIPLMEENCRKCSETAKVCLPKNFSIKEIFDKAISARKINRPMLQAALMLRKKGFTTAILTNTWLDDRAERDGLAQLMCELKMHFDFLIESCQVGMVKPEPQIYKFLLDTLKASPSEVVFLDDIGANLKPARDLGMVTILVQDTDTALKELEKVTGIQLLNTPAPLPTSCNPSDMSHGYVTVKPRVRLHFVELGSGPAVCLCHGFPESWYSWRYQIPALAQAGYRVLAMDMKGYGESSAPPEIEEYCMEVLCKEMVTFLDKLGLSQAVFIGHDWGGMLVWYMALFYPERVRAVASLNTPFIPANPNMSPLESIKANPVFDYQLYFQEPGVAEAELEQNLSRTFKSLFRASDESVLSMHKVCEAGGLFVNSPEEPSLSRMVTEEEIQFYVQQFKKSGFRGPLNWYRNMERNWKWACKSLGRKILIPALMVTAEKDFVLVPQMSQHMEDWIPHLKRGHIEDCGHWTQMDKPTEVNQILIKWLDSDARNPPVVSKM
PLAP activator: activates human placental alkaline phosphatase. purified PLAP enzyme, luminescent substrate read-out; active compounds read high. 1.2% of 96,000 active. AID 696. P05187. activation fold at 20 µM; in the data active means activation fold above about 2
sEH inhibitor: blocks human soluble epoxide hydrolase activity | P34913 | 0.34% of 91,000 active | inhibition, % at 2 µM | recombinant human sEH enzymatic activity assay; in the data active means inhibition above about 80%; further: values of inactives mirror those of a sister screen read the other way; many of its hits are not listed in these tables
PostGolgi yeast: growth inhibition of a yeast mutant, post-Golgi transport screen | post-Golgi transport phenotypic cell assay | inhibition, % at 10 µM | 0.9% of 98,000 active | AID 739;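 further: yeast cells grown in 1536-well plates; yeast grown about 18 h at 30C before absorbance read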
S1P2 antag: blocks the human S1P2 receptor. cell-based S1P2 antagonist assay, inhibition at 5 uM. inhibition, % at 5 µM. 0.21% of 97,000 active. AID 736; in the data active means inhibition above about 45%;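 further: CRE beta-lactamase reporter cells expressing human S1P2 stimulated with S1P; 0% = agonist at EC80 alone and 100% = agonist plus reference antagonist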
Target sequence (O95136 whole entry, looked up): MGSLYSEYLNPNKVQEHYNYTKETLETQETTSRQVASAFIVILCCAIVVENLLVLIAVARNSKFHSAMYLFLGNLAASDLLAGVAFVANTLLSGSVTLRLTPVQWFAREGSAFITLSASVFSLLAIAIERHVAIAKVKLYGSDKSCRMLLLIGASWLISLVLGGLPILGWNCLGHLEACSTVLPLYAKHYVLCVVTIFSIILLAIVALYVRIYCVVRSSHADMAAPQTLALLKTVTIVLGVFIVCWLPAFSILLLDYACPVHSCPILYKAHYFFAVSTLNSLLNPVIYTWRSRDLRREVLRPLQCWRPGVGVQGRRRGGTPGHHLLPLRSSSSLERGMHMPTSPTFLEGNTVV
Mac1 fbg inh: inhibitors of human CD11b/CD18 binding to fibrinogen. inhibition, % at 10 µM. P05107+P11215. AID 1497. K562 CD11b/CD18 adhesion to fibrinogen, ATPlite luminescence; Mn2+ added to activate the integrin. 0.54% of 93,000 active;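 active means primary inhibition of 50% or more at 10 µM, then 40% or more on retest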; further: some results filed as inactive read as strong as hits
S1P2 agonist: agonists of human S1P2 receptor; activation, % at 4.5 µM; AID 729; S1P2-expressing cell line, agonist reporter read-out; 0.46% of 97,000 active; in the data active means activation above about 16%;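 further: 0% = vehicle low control and 100% = maximal reference agonist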
PostGolgi ctrl: yeast control strain growth, post-Golgi counter-screen; efflux-deficient yeast background strain, growth absorbance A615, 16 h; inhibition, % at 10 µM; 5% of 98,000 active
Ecoli WT expand: growth inhibitors of E. coli BW25113 wild type. OD600 absorbance. growth inhibition, % at 100 µM. 0.15% of 98,000 active;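 active means growth inhibition above about 50% at one test dose, limit read from the data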;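 further: growth measured after 20 h incubation at 37 °C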
An asterisk follows results filed as active; . = not tested or not shown. Unless noted, no stated cut-off is given here; in the data, active means inhibition above about 30%; inactive means the rest.

mol | sEH act | PLAP activator | sEH inhibitor | PostGolgi yeast | S1P2 antag | Mac1 fbg inh | S1P2 agonist | PostGolgi ctrl | Ecoli WT expand
CCCOc1ccc(NC(=O)C2CCCNC2=O)cc1 (stereo not drawn) | -7 | 1 | 9 | -1 | 10 | 4 | -2 | 3 | 6
COC(=O)c1cc(NC(=O)c2ccoc2C)cc(C(=O)OC)c1 | . | 0.8 | . | 5 | 7 | -15 | -4 | 5 | -6
Cc1cc(C)nc(N2C(=O)CC(C(=O)O)NC2=NCCc2c[nH]c3ccccc23)n1 (stereo not drawn) | 0 | 1.2 | 2 | -3 | 2 | 0 | -4 | 3 | 1
CC(C(=O)N1CCN(c2ccc(Cl)cc2)CC1)c1ncc(C(F)(F)F)cc1Cl (stereo not drawn) | -2 | 1.2 | 3 | 2 | 8 | . | -4 | 28 | -11
CC(C)NC(=O)c1cnn2c1NC(c1cccs1)CC2C(F)(F)F (stereo not drawn) | 14 | . | -14 | . | 15 | . | -6 | . | .
CCOC(=O)C(C(=O)OCC)C(CC(=O)C1CC1)c1ccccc1 (stereo not drawn) | -5 | 1.1 | 4 | -2 | 20 | -19 | 1 | 5 | -5
CCOC(=O)c1c(CC(C)C)csc1NC(=O)CCl | -1 | 0.9 | 4 | 10 | -13 | 3 | 2 | 21 | 3
CCCC(=O)N(c1ccc2oc(=O)sc2c1)S(=O)(=O)c1cccs1 | -2 | 0.9 | 2 | 1 | 9 | -6 | 1 | 6 | 7
O=C(CSc1nnc(-c2cccnc2)o1)Nc1ccccn1 | 1 | 1 | 4 | 3 | 2 | -29 | -1 | 4 | 10
CN(Cc1nc(-c2ccccn2)no1)S(=O)(=O)c1ccccc1 | 13 | 0.9 | -19 | 0 | 23 | 29 | -4 | 1 | 8
CCN1CCN(c2ncnc3sc(C(=O)Nc4ccccc4F)c(C)c23)CC1 | -4 | 1.2 | 6 | 0 | 14 | -1 | -4 | 2 | 4
CCC1CCCCN1C(=O)Nc1cccc(NC(=O)N2CCCCC2CC)c1 (stereo not drawn) | -15 | 1.4 | 15 | -7 | 15 | 11 | 0 | 8 | 6
CCC(C)(C(=O)NC1CCCCC1)N(C(=O)CNC(C)=O)c1c(C)n(C)n(-c2ccccc2)c1=O (stereo not drawn) | -2 | 1.6 | -1 | 22 | 16 | 2 | -2 | 7 | 1
CCOc1ccc(CN2C(=O)CCC2(C)C(=O)NCc2cccnc2)cc1 (stereo not drawn) | . | 1.1 | . | 2 | . | -21 | . | -3 | 5
O=C(Nc1ccc(Cl)cc1C(=O)N1CCOCC1)c1ccco1 | -40 | 1.1 | 43 | 2 | -9 | -7 | -1 | 11 | 2
CCCCN(C(=S)Nc1ccccc1)C1CCS(=O)(=O)C1 (stereo not drawn) | 2 | 0.9 | -2 | -1 | 0 | . | 0 | 7 | -2
Cc1cc(C)nc(SCc2nnc(SCC(=O)Nc3ccc(C)c(C)c3)o2)n1 | -8 | 1 | 7 | -4 | 18 | 2 | -4 | -1 | 2
Cc1ccc(C2C(C(=O)c3sc(C)nc3C)=C(O)C(=O)N2CCN(C)C)o1 (stereo not drawn) | 1 | 1.2 | -3 | 1 | 12 | -3 | -7 | 4 | 1
O=C(COC(=O)C1=Cc2ccccc2OC1)NC1CCCC1 | 3 | 0.9 | -1 | -6 | -17 | -8 | 0 | 27 | 0
CCOC(=O)C1CCN(C(=O)C2(NC(=O)Nc3ccccc3Cl)CCCCC2)CC1 | -3 | 1.1 | 3 | -6 | 2 | -23 | -3 | 0 | 0
COc1cc(/C=N/O)cc(Br)c1OCc1ccc(Cl)cc1 | -2 | 0.9 | 4 | -3 | 8 | -7 | -7 | 29 | -9
Cc1sc(NC(=O)C2CCCCC2C(=O)O)c(C(N)=O)c1C (stereo not drawn) | -11 | 1 | 11 | -1 | -16 | -3 | -2 | 5 | 5
Nc1ccc(-c2nc3c(Cl)cc(N)cc3[nH]2)cc1 | 6 | 1 | -8 | 0 | 6 | 1 | -3 | 5 | 12
CC(C)Nc1nnc(SCC(=O)c2c(N)n(Cc3ccccc3)c(=O)n(C)c2=O)s1 | -15 | 0.9 | 14 | -10 | 15 | . | -6 | 10 | -2
CCCCOc1ccc(C2C3CN(C(=O)OCC)CC=C3C(C#N)=C(N)C2(C#N)C#N)cc1OC (stereo not drawn) | 0 | 1.2 | -2 | 3 | -8 | -6 | -3 | 15 | -10
COCCCNC(=O)c1cccc(OC)c1OC | -6 | 1 | 5 | 3 | 4 | 2 | -3 | -5 | 5
Cc1c(Cl)c([N+](=O)[O-])nn1Cc1ccc(C(=O)N/N=C\c2cc(Cl)ccc2O)o1 | -41 | 1.1 | 44 | -2 | 2 | . | -4 | 1 | 7
O=C(O)c1ccc(NC(=O)c2cccs2)cc1 | -2 | . | 2 | 5 | -2 | . | -4 | 3 | -17
Cc1c(NC(=O)c2cc(-c3cccs3)on2)c(=O)n(-c2ccccc2)n1C | . | 0.9 | . | 1 | -1 | 6 | -8 | 0 | -5
CCn1cnc2sc(C(=O)N(Cc3ccc(N(C)C)cc3)Cc3ccco3)c(C)c2c1=O | . | 1.5 | . | 12 | . | 5 | . | 39* | -8
O=C(CN1CCN(c2ccc(F)cc2)CC1)OCc1ccccc1 | -12 | 1.3 | 13 | 5 | -7 | -20 | -2 | -3 | -2
Cc1ccc(-n2nnc3c(SCC(=O)NCC4CCCO4)ncnc32)cc1 (stereo not drawn) | -5 | 0.8 | 3 | -6 | 9 | 0 | -5 | 14 | 7
Cc1nc2sc(C(c3cccs3)N3CCC4(CC3)OCCO4)c(O)n2n1 (stereo not drawn) | 15 | . | -14 | 2 | 1 | . | -3 | 6 | -1
COC(=O)c1c(NC(=O)CN2CCCC(C)C2)c2c(C)cccc2n1C (stereo not drawn) | -7 | 1.5 | 7 | -7 | -2 | -4 | -4 | 7 | 3
Cn1c(C(=O)NCc2ccccn2)cc2c(=O)n3ccccc3nc21 | -2 | . | 3 | -1 | -35 | . | 13 | 14 | -3
CC(C)Cn1c2c(c(O)c(C(=O)Nc3ncccc3O)c1=O)CCCC2 | -4 | 1.1 | 4 | -4 | 7 | . | -8 | 17 | 0
CCOc1ccccc1N(CC(=O)OC)S(=O)(=O)c1ccccc1 | 0 | 1.2 | 0 | 1 | 20 | -12 | -8 | 1 | -3
COc1cc2c(C(=O)N3CCN(Cc4ccc5c(c4)OCO5)CC3)cn(C)c(=O)c2cc1OC | -1 | 1.6 | 4 | 20 | -22 | -4 | -1 | 8 | -1
Cc1cccc(NC(=O)CCCCCN2C(=O)c3ccccc3C2=O)n1 | 5 | 1.1 | -4 | -6 | -3 | -10 | 1 | -2 | 7
Cc1cnn(C(=S)NCc2ccco2)c1 | -2 | 1.2 | 7 | 18 | -9 | 34 | -3 | -2 | 17
O=c1c2cnn(-c3ccccc3)c2nc(-c2ccco2)n1-c1ccccc1 | 0 | 0.8 | -2 | . | -6 | -30 | -1 | 9 | -10
COc1ccc(C2OC(=O)CC2C(=O)NC2CCCCCC2)cc1OC (stereo not drawn) | 21 | 1 | -17 | -14 | 9 | 4 | -9 | 2 | 1
Cc1nnc(NC(=O)C2c3ccccc3Oc3ccccc32)s1 | -4 | . | 8 | . | -2 | . | -4 | . | .
CN(Cc1nc2ccccc2n1C)S(C)(=O)=O | 14 | 0.9 | -14 | 2 | 5 | -9 | -4 | -1 | 1
Cc1nn2c(=O)c(NC(=O)c3ccc(F)cc3)cnc2s1 | -1 | 0.8 | 4 | 5 | -14 | -6 | -4 | 5 | 3

Quoted at random: two entries already listed, in no set order.
mol | sEH act | PLAP activator | sEH inhibitor | PostGolgi yeast | S1P2 antag | Mac1 fbg inh | S1P2 agonist | PostGolgi ctrl | Ecoli WT expand
CCOc1ccccc1N(CC(=O)OC)S(=O)(=O)c1ccccc1 | 0 | 1.2 | 0 | 1 | 20 | -12 | -8 | 1 | -3
COc1cc2c(C(=O)N3CCN(Cc4ccc5c(c4)OCO5)CC3)cn(C)c(=O)c2cc1OC | -1 | 1.6 | 4 | 20 | -22 | -4 | -1 | 8 | -1

Following part.
mol | sEH act | PLAP activator | sEH inhibitor | PostGolgi yeast | S1P2 antag | Mac1 fbg inh | S1P2 agonist | PostGolgi ctrl | Ecoli WT expand
Cc1nc(S(=O)(=O)c2ccc(Cl)cc2)c(NCc2ccccc2)o1 | -2 | 0.8 | 3 | 1 | 13 | -9 | -2 | 8 | -4
Nc1cccc(-n2nncc2-c2ccc(Cl)cc2)c1 | -10 | 0.9 | 9 | -6 | -23 | -2 | -11 | 7 | 10
Cc1sc(NC(=O)CSc2nnc(C(C)C)n2C)c(C#N)c1C | 10 | . | -7 | . | -22 | . | -3 | . | .
Cn1c(=O)c2c(nc(N3CCCCCC3)n2CC(=O)c2ccccc2)n(C)c1=O | 6 | 1.2 | -8 | 4 | -24 | -8 | -2 | 5 | -6
O=C(CN1C(=O)NC2(CCCCC2)C1=O)Nc1ccc(S(=O)(=O)N2CCOCC2)cc1 | -17 | 0.9 | 15 | -1 | 5 | -3 | -3 | 6 | -12
CN(C)C(=O)N1CCCC(C(=O)NCc2ccc(F)cc2Cl)C1 (stereo not drawn) | . | 1 | . | 0 | . | 15 | . | -7 | 4
O=C(c1cc2c(s1)-c1ccccc1OC2)N1CCN(c2ccccn2)CC1 | 4 | 1.1 | -6 | 6 | 11 | 4 | -6 | 15 | 0
CN1CCN(c2ccc(Cl)cc2NS(=O)(=O)c2ccccc2Cl)CC1 | . | 1.3 | . | -3 | -2 | 20 | -3 | 15 | -1
COc1ccc(S(=O)(=O)n2ccc(-c3cnc(-c4ccccc4)s3)n2)cc1 | 11 | 1.3 | -10 | 8 | 6 | . | -3 | -4 | -22
CCn1nnnc1SCC(=O)NC1CCCC1 | -7 | 1 | 9 | 1 | 18 | . | -4 | 0 | 1
COCCNC(=O)c1cc(-c2cccs2)on1 | -1 | 1 | 1 | 5 | -14 | -3 | -7 | 1 | 7
COc1cccc(-c2[nH]nc3c2C(c2ccc(C)o2)C(C#N)=C(N)O3)c1 (stereo not drawn) | . | 1 | . | -6 | -10 | . | -4 | 0 | 5
COC(=O)c1sc2nc(CN3CCOCC3)nc(N3CCOCC3)c2c1C | . | 1.3 | . | 8 | . | -21 | . | 3 | 4
COc1ccc(C2(C(=O)N3CCOCC3)CCCC2)cc1 | -3 | 1 | 4 | 7 | 12 | . | -3 | 3 | -7
Cc1nc(SCC(=O)N2CCCc3ccccc32)c2oc3ccccc3c2n1 | 0 | 1 | -2 | -2 | -6 | 8 | 0 | 41* | -2

Three entries from above, sorted by length of the SMILES, smallest number first.
mol | sEH act | PLAP activator | sEH inhibitor | PostGolgi yeast | S1P2 antag | Mac1 fbg inh | S1P2 agonist | PostGolgi ctrl | Ecoli WT expand
Cc1sc(NC(=O)CSc2nnc(C(C)C)n2C)c(C#N)c1C | 10 | . | -7 | . | -22 | . | -3 | . | .
Cc1nc(S(=O)(=O)c2ccc(Cl)cc2)c(NCc2ccccc2)o1 | -2 | 0.8 | 3 | 1 | 13 | -9 | -2 | 8 | -4
COc1cccc(-c2[nH]nc3c2C(c2ccc(C)o2)C(C#N)=C(N)O3)c1 (stereo not drawn) | . | 1 | . | -6 | -10 | . | -4 | 0 | 5

Other compounds
mol | sEH act | PLAP activator | sEH inhibitor | PostGolgi yeast | S1P2 antag | Mac1 fbg inh | S1P2 agonist | PostGolgi ctrl | Ecoli WT expand
Cn1c(=O)c2c(nc(CN3CCN(c4ccccc4)CC3)n2CCCc2ccccc2)n(C)c1=O | 3 | . | -1 | . | -15 | . | 0 | . | .
CCCCCCCCS(=O)c1sc2nc3c(cc2c1N)CCCC3 (stereo not drawn) | -12 | . | 10 | . | -12 | . | 2 | . | .
COc1ccc(NC(=O)c2onc(C)c2Cl)cc1OC | 1 | 1.1 | -1 | 2 | -6 | 10 | -2 | 34* | -2
FC(F)(F)c1ccccc1Nc1nccs1 | . | . | . | 3 | 2 | -7 | 0 | 1 | 6
COc1ccc(OC)c(N(CC(=O)Nc2cccnc2)S(=O)(=O)c2ccc(OC)c(OC)c2)c1 | -7 | 1 | 9 | 0 | -4 | -23 | -2 | 0 | -11
CC(NC(=O)COc1ccccc1)C(c1ccccc1)N1CCN(C)CC1 (stereo not drawn) | . | 1.6 | . | -2 | . | -2 | . | 0 | -8
Cc1noc(NC(=O)c2ccccc2)c1C#N | 3 | 1.1 | -1 | -1 | 3 | -16 | -3 | 10 | -15
COc1ccc2cc3cc(C(=O)Nc4ccccc4N4CCN(C)CC4)oc3nc2c1 | 12 | 1.5 | -13 | 5 | 7 | . | -7 | 12 | -2
Cn1c(-c2c(N)n(CCCc3ccccc3)c3nc4ccccc4nc23)nc2ccccc21 | -3 | 1.5 | 6 | 25 | 75* | 6 | -13 | 17 | -20

Source: PubChem BioAssay (several laboratories)
